FLuc counter: firefly luciferase modulation, counter-screen for miR-21 project; purified FLuc, Km substrates, luminescence inhibition; Potency, µM (top dose mostly 57.5 µM), inactives show at the highest dose activity change, negative = inhibition, usual class: inhibitors; 6.9% of 360,000 active; P08659; AID 588342;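 further: plate controls were vehicle for no effect and reference inhibitor for full effect; nearly all actives have a fitted effect of over 55% in size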
Target sequence (P08659 whole entry, looked up): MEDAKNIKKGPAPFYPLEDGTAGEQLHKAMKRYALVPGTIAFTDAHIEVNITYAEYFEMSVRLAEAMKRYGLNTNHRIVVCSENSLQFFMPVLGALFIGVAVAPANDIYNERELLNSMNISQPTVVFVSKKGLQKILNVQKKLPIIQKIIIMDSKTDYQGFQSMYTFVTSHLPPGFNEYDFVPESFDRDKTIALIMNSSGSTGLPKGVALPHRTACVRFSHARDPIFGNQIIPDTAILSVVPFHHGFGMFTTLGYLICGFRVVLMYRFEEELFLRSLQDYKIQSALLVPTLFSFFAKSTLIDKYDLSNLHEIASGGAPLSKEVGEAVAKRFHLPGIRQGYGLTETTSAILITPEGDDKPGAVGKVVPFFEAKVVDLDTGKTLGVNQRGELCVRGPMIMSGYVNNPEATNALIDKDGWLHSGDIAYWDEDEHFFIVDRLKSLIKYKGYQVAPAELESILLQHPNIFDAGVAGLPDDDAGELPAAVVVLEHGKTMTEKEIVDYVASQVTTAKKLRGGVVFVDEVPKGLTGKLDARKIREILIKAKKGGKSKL
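Biochemical qHTS of compounds, final roughly 60 µM downward over six points, against 10 nM purified firefly luciferase using Km concentrations of substrates (10 uM D-luciferin, 10 uM ATP) in Tris acetate pH 7.5 buffer; luminescence output.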
p53 reactivator: mutant p53 re-activation in reporter cells; H1299 p53-A138V BP100-luciferase reporter, luminescence, 24 h; Potency, µM (titrated, usually from 92.2 µM), inactives show at the highest dose activity change, positive = activation, usual class: activators; 0.063% of 320,000 active; further: % of control where 0% means no effect; nearly all actives have a fitted effect of over 45% in size
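H1299 (p53-null), stable ts p53-A138V + BP100-Luc; 1000 cells/well, Opti-MEM/10% FBS; cpd 4 pt, 1:5; 24 h, 37 deg C, 5% CO2; detection reagent 10 min RT; luminescence.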
BRCA1 expr up: BRCA1 expression activation | Potency, µM (doses to about 46.1 µM), for inactives: at the highest dose activation, actives largely listed as activators | 1.1% of 380,000 active | MCF7-BRCA1-FFLuc reporter, luminescence, 48 h; response scale: scaled: vehicle 0%, 10 µM genistein 100%; further: nearly all actives have a fitted effect of over 80% in size; some results filed as inactive show a strong effect at the top dose
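Quantitative HTS in MCF7 cells stably reporting BRCA1 expression via firefly luciferase. Compound treatment lasts 48 h at 37 °C in phenol-red free MEM. Activation is expressed relative to genistein at 10 microM and DMSO.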
uPA generation: blocks generation of uPA at the cell surface; cell surface uPA generation assay, qHTS; Potency, µM (highest dose often 38.3 µM), for the others: top-dose activity change, negative = inhibition, hits mostly inhibitors; 0.31% of 330,000 active; AID 540303; active means well fitted inhibition curve with a large enough effect; inconclusive means small, poorly fitted or top-dose-only effect; inactive means no such curve, though single readings can be large or run the other way; tested in mouse RAW 264.7 cells; further: on the % scale 0 is the no-effect control and ±100 the full control effect; nearly all actives have a fitted effect of over 55% in size
MBNL1-CUG inh: inhibitors of human MBNL1 binding to CUG repeat RNA; Q9NR56; TR-FRET MBNL1-His/biotin-(CUG)12 binding, 665/545 ratio; Potency, µM (top dose mostly 57.5 µM), for inactives: at the top dose activity change, negative = inhibition, usual class: inhibitors; 0.036% of 280,000 active; AID 2675; active means well fitted inhibition curve with a large enough effect in the signal ratio, with a control signal flat, not every such curve was filed as active; inconclusive means small, poorly fitted or top-dose-only effect, or effect the other way, or a change in a side signal; inactive means no such curve, though single readings can be large or run the other way; the % refers to the signal ratio; further: on the % scale 0 is the no-effect control and ±100 the full control effect
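Compounds (final 92 nM to 58 uM) are added to His-tagged MBNL1 and biotin-(CUG)12, then terbium anti-His antibody and streptavidin-XL665 (5 nM final). After 60 min at room temperature, the 665/545 nm ratio is read.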
RORgamma inh: inhibitors of mouse ROR gamma transcriptional activity | P51450 | Drosophila S2 Gal4-RORgamma UAS-luciferase reporter, 20 h | AID 2551 | Potency, µM (highest dose often 53.6 µM), for the others: at the top dose activity change, negative = inhibition, most hits filed as inhibitors | 5.4% of 310,000 active; further: on the % scale 0 is the no-effect control and ±100 the full control effect; nearly all actives have a fitted effect of over 60% in size
Target sequence (P51450 whole entry, looked up, the tested form may be a part): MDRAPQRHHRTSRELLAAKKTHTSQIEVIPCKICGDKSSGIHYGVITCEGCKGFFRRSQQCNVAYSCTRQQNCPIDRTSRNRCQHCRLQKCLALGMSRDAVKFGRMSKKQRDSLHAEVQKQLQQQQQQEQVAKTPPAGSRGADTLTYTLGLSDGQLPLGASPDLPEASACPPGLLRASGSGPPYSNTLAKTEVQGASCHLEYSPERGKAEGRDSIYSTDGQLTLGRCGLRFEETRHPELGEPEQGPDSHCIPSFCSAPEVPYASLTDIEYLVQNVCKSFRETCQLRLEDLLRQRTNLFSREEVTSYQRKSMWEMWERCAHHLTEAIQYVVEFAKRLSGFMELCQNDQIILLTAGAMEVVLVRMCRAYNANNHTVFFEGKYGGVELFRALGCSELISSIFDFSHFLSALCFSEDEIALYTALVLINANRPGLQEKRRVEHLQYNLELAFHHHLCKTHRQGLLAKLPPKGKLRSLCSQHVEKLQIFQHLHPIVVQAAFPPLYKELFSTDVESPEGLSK
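Using a luciferase readout, inhibitors were identified by reduced reporter activity in Drosophila cells coexpressing a copper-inducible Gal4–ROR gamma fusion and UAS-driven Photinus luciferase, incubated 20 hr after 700 uM copper sulfate.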
Gal4-VP16 FLuc: inhibits Gal4-VP16 luciferase reporter, ROR gamma counter-screen. Drosophila S2 Gal4-VP16 UAS-luciferase, luminescence, 20 h. 3.5% of 310,000 active. Potency, µM (series often up to 53.6 µM), inactives show at the highest dose activity, negative = inhibition, usual class: inhibitors;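 further: Gal4-VP16 expression switched on by copper sulfate through the metallothionein promoter; on the % scale 0 is the no-effect control and ±100 the full control effect; nearly all actives have a fitted effect of over 50% in size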
ELG1 genotoxic: inducers of genotoxicity in HEK293T ELG1-luciferase cells | HEK293T ELG1-luciferase reporter, luminescence, 16 h | Potency, µM (highest dose often 46 µM), for inactives: at the top dose activity change, positive = activation, usual class: activators | 1.3% of 330,000 active | AID 504466; further: % of control where 0% means no effect; nearly all actives have a fitted effect of over 60% in size
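Quantitative HTS format in 1536-well plates. HEK293T ELG1-luciferase reporter cells receive test compound and are incubated 16 hr at 37 °C, 5% CO2; ONE-Glo added, 30 min room temperature, then luminescence read.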
NPC1 promoter act: activates the NPC1 promoter; 2.4% of 320,000 active; Potency, µM (top dose mostly 9.22 µM), for the others: at the highest dose activation, actives largely listed as activators; Huh7 NPC1 promoter luciferase reporter, 24 h;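 further: % of control where 0% means no effect; nearly all actives have a fitted effect of over 60% in size; reporter is driven by a mutant NPC1 promoter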
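Stably transfected Huh7 (NPC1 promoter→luciferase), 1500 cells/well in Opti-MEM + 10% FBS, 2 h settle, then compound 24 h at 37 °C. Luminescence after 10 min with Amplite reagent.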
Rab9 promoter act: activators of Rab9 promoter; Huh7 Rab9 promoter-luciferase reporter, luminescence, 24 h; 2.8% of 320,000 active; Potency, µM (highest dose often 9.22 µM), for inactives: at the highest dose activation, negative = inhibition, most hits filed as activators; AID 485297; further: % of control where 0% means no effect; nearly all actives have a fitted effect of over 60% in size
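Using Huh7 cells stably transfected with Rab9 promoter–luciferase, compounds were incubated 24 h at 37 °C, 5% CO2; luciferase luminescence was read 10 min after reagent addition.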
* = called active by the depositor; ? = inconclusive; · = not tested or not shown; [ ] = another dose, or the depositor's remark. Unless noted, the call rests on the fitted dose curve; in most records, active means well fitted curve in the direction sought with a large enough effect; inconclusive means small, poorly fitted or top-dose-only effect, or another doubt; inactive means no such curve, though single readings can be large; an effect the other way counts as inactive or inconclusive. Potency means the concentration at half of the fitted maximal effect.

structure | FLuc counter | p53 reactivator | BRCA1 expr up | uPA generation | MBNL1-CUG inh | RORgamma inh | Gal4-VP16 FLuc | ELG1 genotoxic | NPC1 promoter act | Rab9 promoter act
O=C1C=C(c2ccc(-c3ccccc3)c(F)c2)C[C@@H](c2ccc3c(c2)OCO3)C1 | 1% | 2% | -9% | 11% | · | · | · | -1% | -6% | -4%
C=CCNc1ncnc2c1[nH]c1ccc(Cl)cc12 | 12µM* | 18% | -22% | -8% | -1% | -13% | ? | ? | 5% | 30%
O=C(c1ccc(Cl)s1)N1CCN(c2ncccn2)CC1 | 4% | 2% | 21% | -1% | 12% | 3% | -4% | -2% | 3% | -2%
COc1cc(/C=N/NC(=O)c2c(-c3ccccc3)noc2C)ccc1O | 0% | · | -19% | 2% | 2% | 6% | 9% | · | · | ·
CCOC(=O)N1CCN(C(=O)c2ccc3c(SCC(=O)O)c4c(nc3c2)CCCC4)CC1 | 0% | 3% | 11% | 9% | 21% | 11% | -5% | 0% | -1% | 2%
COc1ccc(OC)c(N(C(=O)c2snc(C(N)=O)c2N)C(C(=O)NCC2CCCO2)c2ccc3ncccc3c2)c1 (stereo not given) | -1% | -7% | -21% | -4% | 20% | -3% | 2% | -1% | -1% | -4%
NC(=O)Cn1c(=O)n(Cc2ccccc2)c(=O)c2cccnc21 | 0% | -3% | 7% | -11% | -5% | 16% | 2% | 1% | 2% | 1%
CC1CCN(Cc2c(C(=O)N/N=C/c3ccc(C(C)C)cc3)nnn2-c2nonc2N)CC1 | -2% | 0% | -41% | 0% | -12% | -9% | -15% | 3% | -3% | 4%
CCOc1ccc(NC(=O)c2cc(S(=O)(=O)N3CCOCC3)cn2C)cc1 | -12% | · | -18% | 3% | 3% | 0% | 0% | -2% | -4% | 0%
CN(C)S(=O)(=O)c1ccc(C(=O)Nc2ccn(C)n2)cc1 | -1% | 16% | 19% | 1% | -5% | 8% | 13% | ? | 2% | 14%
Cc1cccn2c(=O)nc(SCC(=O)Nc3cccc4ccccc34)nc12 | 2% | -5% | -53% | -2% | · | · | · | 0% | 10% | 0%
CCCn1c(C)cc(C(=O)CN2C(=O)c3cccc(N)c3C2=O)c1C | 2.7µM* | ? | ? | -3% | 15% | 35% | 16% | ? | 2.8µM* | 3.2µM*
O=C(OCC(=O)N1CCCC1)c1cc(F)c(F)cc1Cl | 4% | 2% | -5% | 0% | 1% | -1% | -9% | -5% | 0% | 1%
Cc1cc2cc(C)c3nnc(SCC(=O)Nc4ccc(S(=O)(=O)N5CCCCC5C)cc4)n3c2cc1C (stereo not given) | 1% | 5% | -9% | 0% | · | 5%[10 µM] | -9% | 0% | -1% | -6%
COCCCNC(=O)N1c2ccccc2Sc2ccccc21 | 2% | -9% | 7% | 4% | -13% | 26% | -11% | 0% | -6% | 1%
COc1ccc(C(=O)NNC(=O)CCn2nnc(-c3ccc(C)cc3)n2)cc1OC | -13% | -1% | -19% | 2% | · | -20% | -14% | 0% | -3% | -3%
COc1ccc(Nc2c3c(nc4ccccc24)CCC3)c(OC)c1 | 1% | -3% | -80% | -19% | 13% | 1% | 2% | -12% | -6% | -3%[1.84 µM]
CCCCNC(=O)CNC(=O)c1nn(-c2ccc(OC)c(Cl)c2)c(=O)c2ccccc12 | 0% | -1% | -23% | 0% | 4% | -1% | -7% | 4% | 0% | -2%
CN1CCC(N(C)C(=O)CNC(=O)c2ccc(C(C)(C)C)cc2)CC1 | -19% | 9% | 14% | -6% | 0% | 8% | 8% | 0% | -1% | 0%
Cc1ccc(-n2c(SCC(=O)OC(C)C)nnc2-c2cnccn2)cc1 | -1% | -7% | -2% | -2% | -1% | 4% | 10% | 1% | 0% | -5%
CCOc1ccc(NC(=O)CN2CCN(CC(=O)c3ccc(OC)c(OC)c3)CC2)cc1 | 1% | 7% | -24% | -4% | 5% | 2.5µM* | 5% | 3% | 1% | -5%
COc1ccc(NC2=C(C(C)=O)C(c3ccc(OC)cc3)C(C(C)=O)C(C)(O)C2)cc1 (stereo not given) | -2% | 1% | 0% | -3% | 9% | 8% | -11% | 2% | -1% | -13%
CCn1nc(C(=O)OCc2c(C)noc2C)c2ccccc2c1=O | 0% | -6% | 6% | 1% | 1% | ? | -14% | 7% | 0% | 0%
CNC(=S)Nc1ccc([N+](=O)[O-])cc1C | 1% | -2% | -15% | -2% | ? | -5% | 2% | -6% | -4% | 1%
COc1ccc(N(C(=O)c2ccco2)C(C(=O)NC2CCCC2)c2cccs2)cc1 (stereo not given) | 5% | -3% | -6% | 7% | 0% | 7% | 11% | 5% | -3% | -3%
COc1ccc2ccccc2c1CNC(=O)CC1C(=O)NCCN1CC(C)C (stereo not given) | -2% | -3% | -1% | 2% | 4% | 5% | -1% | -1% | -3% | 13%
CSCCC(NC(=O)C1CCC(C)CC1)C(=O)N1CCN(c2ccccn2)CC1 (stereo not given) | 3% | 0% | -28% | -1% | -2% | 27% | 3% | -5% | -2% | 0%
COc1cc(NC(=O)COC(=O)CCOc2ccc(C)cc2)cc(OC)c1 | -18% | -7% | -18% | 14% | -2% | -6% | -2% | 2% | 0% | 3%
Cc1sc2ncnc(N3CCC(C(=O)N(C)CC(=O)Nc4ccc(Cl)c(C(F)(F)F)c4)CC3)c2c1C | 14% | -1% | -81% | -17% | · | · | · | -13% | -7% | -9%
CCOC(=O)Cn1nc(C)cc1NC(=O)c1cc(OC)c(OC)c(OC)c1 | 2% | 15% | -27% | 0% | -6% | -20% | -3% | 9% | -6% | 0%
COc1ccc(/C=[N+](\[O-])C2N(c3ccccc3)C(=S)SC2(C)C)cc1OC (stereo not given) | -3% | -6% | -10% | -3% | · | -5% | -5% | -5% | 1% | 0%
Cc1ccccc1NS(=O)(=O)c1ccc(C(=O)NNC(=O)c2ccccc2O)cc1 | -11% | -9% | -78% | -26% | · | · | · | 25% | -1% | -11%
CC1Cc2ccccc2N1CC(=O)Nc1ccc(N2CCOCC2)cc1 (stereo not given) | 2% | -6% | -27% | 2% | 0% | 21% | 3% | -1% | -2% | -1%
CCOC(=O)Cc1csc(NC(=O)c2sc3nc4cc(C)ccc4cc3c2N)n1 | -13% | 11% | 15% | -7% | 14% | ? | ? | 8% | 0% | 0%
CCOC(=O)Nc1cc(NC(=O)OCC)c(C)nc1C | 0% | -12% | 1% | 3% | · | ? | 1% | 1% | -2% | -3%
O=C(Nc1ccc2c(c1)ncn2-c1ccccc1)c1ccco1 | 8.5µM* | ? | ? | · | -17% | ? | 3%[0.365 µM] | ? | ? | ?
Cc1ccc2nc(-c3ccc(S(=O)(=O)N4CCCCC4)cc3)cn2c1 | -20% | 7% | 70% | 0% | 3% | -10% | -5% | 12% | 2% | 29%
Cc1cc(NC(=O)C(C)SCC(=O)N(C)Cc2c(F)cccc2Cl)no1 (stereo not given) | · | 9% | -11% | -9% | · | · | · | 0% | · | ·
CS(=O)(=O)N(CC(=O)Nc1ccccc1)c1cccc(Cl)c1Cl | -2% | -5% | -29% | -1% | 6% | 4% | 5% | -4% | -2% | -3%
CCCc1nc2c(=O)n(C)c(=O)nc-2n(C)n1 | 2% | -11% | -87% | -20% | · | 1.4µM* | 2.8µM* | -15% | -43%[inhibitor] | -43%[inhibitor]
Cc1cc(=O)oc2c(C)c(OCC(=O)N3CCN(c4cccc(Cl)c4)CC3)ccc12 | 0% | -11% | -20% | 20% | 3% | -36% | 4% | -3% | -6% | -2%
CCN(CC)CCOC(=O)c1ccc(NC(=O)C(C)NC(=O)C23CC4CC(CC(C4)C2)C3)cc1 (stereo not given) | 0% | 2% | 1% | 1% | ? | -12% | -4% | 0% | -2% | -7%
Cc1cccc(S(=O)(=O)c2c(N)n(Cc3ccco3)c3nc4ccccc4nc23)c1 | -11% | -4% | -71% | 3% | 14% | -16% | -7% | -9% | 3% | 7%
COc1ccc(C2/C=C\CC(NC(=O)OCC3c4ccccc4-c4ccccc43)CC(=O)N2Cc2ccccc2F)cc1 (stereo not given) | · | 3% | -29% | -12% | · | -1%[40.7 µM] | -3%[40.7 µM] | 0% | · | ·
Cc1cccc(N)c1-c1c(C)cccc1N | 0% | -3% | -4% | 5% | -1% | -12% | 14% | 2% | -12% | -23%
Cc1cc(NC(=O)COC(=O)CCS(=O)(=O)c2ccc(C)c(C)c2)no1 | 1% | 6% | -4% | 10% | 0% | -16% | -2% | -4% | -4% | 4%
CN(Cc1ccc(Cl)c(Cl)c1)C(=O)c1cccc(S(=O)(=O)N2CCN(Cc3ccccc3)CC2)c1 | 2% | -4% | -25% | ? | · | · | · | 1% | -14% | -17%
Nc1nnc(SCC(=O)Nc2cc(C(F)(F)F)ccc2N2CCOCC2)s1 | ? | -4% | -11% | · | -11% | -27% | -26% | 2% | 16% | 18%
COCc1nnc(NC(=O)C2CC(=O)N(c3ccc(C)c(Cl)c3)C2)s1 (stereo not given) | 4% | 13% | -5% | 23% | · | · | · | 12% | -1% | -1%
Cc1ccc2nc3ccc(N4CCCCCCC4)nn3c(=O)c2c1 | 5.4µM* | 59% | ? | -1% | ? | 7% | 2% | 10% | ? | ?
CC(=O)c1cc(C(C)=O)c(C)nc1C | 3% | 3% | -9% | 6% | -8% | -14% | -5% | 1% | 2% | -5%
Cn1c(CSc2ncn[nH]2)nc2ccccc21 | 6% | 4% | 6% | -3% | 4% | -8% | 2% | -3% | 0% | -1%
